Bioassay records (PubChem)
esBAF inh: inhibitors of esBAF chromatin remodeling in mouse ES cells | reporter increase, % at 12.5 µM | AID 602393 | Bmi1-luciferase knock-in reporter, 24 h; 100% = twice the neutral-well signal | actives 2% (n = 350,000); in the data active means activation above about 40%;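 further: 0% = median of the plate's neutral control wells and 100% = double that signal; a rise in the Bmi1 reporter signal indicates esBAF inhibition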
S100A4 inh HTS: blocks human S100A4 binding to myosin IIA peptide; P26447; S100A4/TAMRA-MyoIIA peptide fluorescence polarization; inhibition, % at 10.7 µM; actives 0.14% (n = 360,000); AID 652163;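 active means mean inhibition of at least 70% across replicates, with every replicate also reaching that level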
Target sequence (P26447 whole entry, looked up): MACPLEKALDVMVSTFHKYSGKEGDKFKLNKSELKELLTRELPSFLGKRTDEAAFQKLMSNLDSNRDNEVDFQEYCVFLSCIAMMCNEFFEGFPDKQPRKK
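assay system = human S100A4 monomer with TAMRA-labelled myosin IIA peptide | also added = labelled myosin peptide probe, 5 nM | incubation = 5 min between mix addition and reading | control set = DMSO and TFP controls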
Statin myotox sup: suppression of simvastatin myotoxicity; C2C12 myotubes + simvastatin, ATP luminescence, 48 h; scaled: DMSO 0, geranylgeraniol control 100; actives 0.78% (n = 330,000); rescue of ATP level, % at 7.49 µM; AID 602340;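 active means mean ATP rescue above about 67%, or every replicate alone reaching that limit, limit read from the data, passing the limit was not always enough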;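 further: myotubes were challenged with 10 µM simvastatin during compound exposure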
Casp6 inh: blocks human caspase-6 cleavage activity. purified caspase-6, Z-VEID-R110 cleavage fluorescence. actives 0.53% (n = 350,000). inhibition, % at 12.5 µM;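 active means mean inhibition across replicates at least about 35%, with every replicate also reaching that limit, limit read from the data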;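 further: 0% = median of neutral control wells and 100% = no fluorescence left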
Target sequence (P55212 24-179 limits assumed): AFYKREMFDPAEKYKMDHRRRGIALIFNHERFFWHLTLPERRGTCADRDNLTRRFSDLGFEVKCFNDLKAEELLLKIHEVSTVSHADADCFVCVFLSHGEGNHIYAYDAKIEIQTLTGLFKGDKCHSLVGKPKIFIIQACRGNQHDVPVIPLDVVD
Target sequence (P55212 194-293 limits assumed): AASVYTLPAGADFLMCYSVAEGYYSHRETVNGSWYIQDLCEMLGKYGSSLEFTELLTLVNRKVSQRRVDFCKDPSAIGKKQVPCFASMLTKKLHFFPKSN
FN deposition inh: fibronectin deposition inhibition; AH1F fibroblasts, Alexa488-fibronectin deposition fluorescence, overnight; inhibition, % at 12.6 µM; actives 0.086% (n = 350,000); AID 743247;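 active means mean inhibition across replicates of 30% or more, regardless of how many single replicates reach that level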;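 further: positive control wells lacked labelled fibronectin entirely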
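Assay system: AH1F fibroblast monolayer, labelled fibronectin deposition. Amount: 10000 cells per well. Also added: labelled fibronectin 24 nM. Compound: single-point pinned compound. Incubation: cell attachment 1 h, compound and FN exposure overnight. Detection: fluorescence after three HBSS washes, excitation 485 nm, emission 525 nm. Read-out: inhibition of fibronectin deposition signal.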
LGR2 antag: blocks bursicon-induced cAMP signaling via Drosophila LGR2; HEK293 LGR2, CRE-luciferase, bursicon-stimulated, 4 h; inhibition, % at 9.99 µM; actives 0.35% (n = 380,000); AID 720647;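 active means drop in luminescence signal, shown as inhibition above about 50% in the replicate tests, limit read from the data, passing the limit was not always enough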;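 further: agonist challenge used bursicon conditioned medium at about half maximal strength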
SIRT5 inh: sirtuin-5 (human) deacylase inhibition | Q9NXA8 | AID 652115 | actives 1.1% (n = 330,000) | inhibition, % at 15 µM | Purified SirT5, succinyl-peptide AMC, trypsin-coupled fluorescence; in the data active means inhibition above about 15%
Target sequence (Q9NXA8 whole entry, looked up): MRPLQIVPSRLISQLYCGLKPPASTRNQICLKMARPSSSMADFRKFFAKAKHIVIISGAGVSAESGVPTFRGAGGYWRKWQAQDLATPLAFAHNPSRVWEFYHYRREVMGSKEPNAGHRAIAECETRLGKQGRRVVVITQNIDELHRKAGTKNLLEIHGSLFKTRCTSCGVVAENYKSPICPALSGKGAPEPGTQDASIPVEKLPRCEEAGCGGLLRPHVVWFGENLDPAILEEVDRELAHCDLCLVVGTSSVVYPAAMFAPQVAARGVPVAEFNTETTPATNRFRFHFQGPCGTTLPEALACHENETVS
An asterisk follows results filed as active; · = no result given.

SMILES	esBAF inh	S100A4 inh HTS	Statin myotox sup	Casp6 inh	FN deposition inh	LGR2 antag	SIRT5 inh
C[C@H]1CN([C@@H](C)CO)C(=O)c2c(c3ccccc3n2C)-c2ccccc2CO[C@H]1CN(C)S(=O)(=O)c1cccs1	-6.7	7.5	-9.4	2.3	2.3	-3.8	1.9
COCC(=O)Nc1ccc2c(c1)OC[C@@H](C)N(C(=O)c1ccccc1F)C[C@@H](C)[C@H](OC)CN(C)C2=O	8.9	·	14.3	·	19.5	-8.9	·
C[C@@H]1CCCCO[C@H](CN(C)C(=O)Nc2ccccc2)[C@H](C)CN([C@@H](C)CO)C(=O)c2cc(NS(=O)(=O)c3ccccc3)ccc2O1	3.9	-20.1	·	-0.1	0.8	-3.6	8.5
COc1ccc(NC(=O)CN2CCN(CC(=O)Nc3ccccc3Cl)CC2)c(OC)c1	-5.2	-0.3	-19.2	0.8	3.7	-29.1	-0.7
C[C@H](CO)N1C[C@H](C)[C@H](CN(C)C)Oc2ncc(-c3ccncc3)cc2C1=O	-2.5	0.5	2.4	4.6	0.9	-17.4	0.7
COCCCN1C(=O)C(CC(=O)NCCc2ccccn2)CC(C(=O)N2CCCCCC2)=C1C (configuration not stated)	·	-15.9	·	-3.9	-3.7	-5.2	·
Cc1ccc(S(=O)(=O)N2CCN(C(=O)COC(=O)C3CCC3)CC2)cc1	·	-1.8	·	-2.0	2.5	-9.5	-5.1
COc1ccccc1-c1ccc2c(c1)[C@@H]1[C@@H](CCN1S(=O)(=O)c1cccc(F)c1)[C@H](CO)N2	6.7	·	33.4	·	10.4	2.1	·
COc1ccc(CCC(=O)OCC(=O)N(CC(C)C)c2c(N)n(Cc3ccccc3)c(=O)[nH]c2=O)cc1	9.5	-2.1	0.8	-3.9	-5.3	14.7	-1.9
COc1ccc(C#Cc2ccc3c(c2)[C@]2(C(=O)N3)[C@H](C(=O)Nc3nc4ccccc4s3)[C@H]3C(=O)O[C@H](c4ccccc4)[C@H](c4ccccc4)N3[C@@H]2c2ccccc2OCCO)cc1	·	-0.9	·	-1.3	·	·	10.8
CC(=O)Nc1ccc2nsnc2c1	·	-2.4	·	-3.5	-8.5	-5.1	-0.9
CC1CC(NC(=O)/C(C#N)=C/c2ccc[nH]2)CC(C)(C)C1 (configuration not stated)	-2.6	30.6	-13.4	-1.2	-1.8	-5.9	-1.4
COc1ccc(Nc2nc(=O)[nH]nc2C)cc1	2.4	1.2	3.3	0.3	·	-0.8	-3.1
COCCn1c(SCC(=O)NC2CCCCC2)nnc1-c1ccncc1	-0.8	4.9	2.8	4.2	1.0	-14.1	-3.8
O=C(COC(=O)c1cccc(F)c1)Nc1cccc(S(=O)(=O)N2CCCCC2)c1	-9.5	7.8	7.2	0.9	-9.3	9.3	0.8
C/C=C/c1ccc([C@H]2[C@@H](CO)N(C(=O)C3CCC3)C23CN(S(=O)(=O)CC)C3)cc1	·	-3.1	·	2.2	·	12.7	0.6
N#C/C(=C\c1ccc(O)c(Br)c1)C(=O)N1CCCCC1	17.9	-0.2	-6.6	-3.2	-5.2	-8.8	1.7
COc1cccc(C(=O)Nc2cc3c(cc2C(C)=O)OCCO3)c1	·	0.1	·	-2.9	1.5	-19.9	-2.5
Cc1nn(C)c2ncc(C(=O)c3ccccc3O)cc12	-4.6	1.2	-18.8	2.0	4.7	-3.8	2.0
COc1ccc(NC(=O)N(C)C[C@H]2Oc3ccc(NS(=O)(=O)c4ccc(Cl)cc4)cc3CC(=O)N([C@@H](C)CO)C[C@@H]2C)cc1	-1.4	-0.8	-27.3	2.3	·	29.3	1.8
C[C@H](NC(=O)c1[nH]cnc1C(=O)Nc1nccs1)c1ccccc1	7.7	-2.3	-21.0	2.6	-4.8	-10.1	3.8
COc1ccc(CCNC(=O)CC2SC(=NCCC(C)C)NC2=O)cc1OC (configuration not stated)	-11.1	1.0	-2.9	-2.7	3.0	3.1	1.1
CNC(=O)C(=O)NCC1OCCCN1S(=O)(=O)c1ccc2c(c1)OCCO2 (configuration not stated)	-6.3	-3.9	0.2	-0.5	-6.3	4.0	-1.3
COc1ccccc1N1CCN(c2cc(C)nc3nc(C)nn23)CC1	-5.1	2.9	10.2	0.5	-8.6	-0.1	-4.2
c1ccc(-c2ccccc2OCCCN2CCCCC2)cc1	-0.8	·	-15.4	·	-6.3	0.7	·
CCCN=C1N(CC)C[C@@H]2[C@@H]3C(=O)N(C)C(=O)[C@@H]3[C@](C)(C(=O)OC)N12	-2.3	-3.4	5.4	10.0	0.3	8.8	-1.4
CC1=C(c2ccc(C)cc2)[N+](=O)C(C)(C)N1[O-]	·	2.4	·	2.5	-3.3	-7.5	-6.8
Cc1ccc2c(COC(=O)c3ccc(NC(=O)CC#N)cc3)cc(=O)oc2c1C	24.8	1.3	-1.5	4.1	13.3	-3.5	-3.5
Cc1cc(C(=O)NNS(=O)(=O)c2cccc(Cl)c2)nn1C(C)(C)C	5.0	7.7	-6.7	-1.9	1.9	-4.2	-3.3
CCOc1ccc(Nc2nc3c(C)cccc3cc2C#N)cc1	-0.8	-0.1	-37.7	-1.0	5.1	·	-5.0

Look-ups from the results shown:
In S100A4 inh HTS, CC1=C(c2ccc(C)cc2)[N+](=O)C(C)(C)N1[O-] shows 2.4
In esBAF inh, Cc1ccc2c(COC(=O)c3ccc(NC(=O)CC#N)cc3)cc(=O)oc2c1C shows 24.8

Following part.
SMILES	esBAF inh	S100A4 inh HTS	Statin myotox sup	Casp6 inh	FN deposition inh	LGR2 antag	SIRT5 inh
Cc1cc(NS(=O)(=O)c2ccc(NC(=O)CCSc3ccc(F)cc3)cc2)nc(C)n1	-5.5	-5.6	-10.3	2.8	1.0	0.7	2.8
CC(=O)N[C@@H](Cc1c[nH]c2ccccc12)C(=O)NCCc1ccc(S(N)(=O)=O)cc1	-1.0	-4.1	14.0	-2.1	5.1	-14.3	-4.7
O=C(CN1CCN(c2ccc(F)cc2)CC1)OCc1ccccc1	4.7	·	6.3	·	11.2	·	·
CN(C)C(=O)C[C@H]1CC[C@@H](NC(=O)C2CC2)[C@H](CO)O1	-5.7	8.1	-2.4	-2.3	4.8	-9.4	-1.1
CNC(=O)c1ccsc1NC(=O)CS(=O)(=O)c1ccc(Cl)cc1	-1.2	17.8	2.8	-0.1	0.1	12.9	1.8
Cc1nnc(SCC2=C(C(=O)O)N3C(=O)C(NC(=O)COc4ccc(F)cc4)C3SC2)s1 (configuration not stated)	-9.5	6.6	23.9	20.0	0.2	-14.6	-0.4
CNC[C@H]1Oc2ccc(NS(=O)(=O)c3ccc(Cl)cc3)cc2C(=O)N([C@H](C)CO)C[C@H]1C	1.2	8.0	6.6	1.1	·	13.7	0.5
C[C@@H]1CCCCO[C@H](CN(C)CC2CC2)[C@H](C)CN([C@H](C)CO)C(=O)c2cc(N(C)C)ccc2O1	3.1	2.9	·	-18.3	4.0	6.0	-3.8
CO[C@H]1CN(C)C(=O)c2ccc(NC(=O)Nc3ccccc3)cc2OC[C@@H](C)N(C(=O)CN(C)C)C[C@H]1C	12.7	-6.8	-218.8	·	-3.1	-13.1	-19.3
O=C1CCCCN1CCCC(=O)N1CCCC(Nc2ccccc2)C1 (configuration not stated)	4.5	1.6	-10.0	-1.8	0.6	-4.6	8.4
Cc1noc(C)c1S(=O)(=O)Nc1ccc2c(c1)CC(=O)N([C@H](C)CO)C[C@@H](C)[C@H](CN(C)Cc1ccc(C(F)(F)F)cc1)O2	-5.6	3.1	10.4	-0.6	·	1.9	-8.9
COC(=O)C[C@H]1CC[C@H]2[C@@H](COc3ccc(NC(=O)c4ccccc4F)cc3C(=O)N2C)O1	·	0.0	·	-1.0	-13.5	19.3	-4.2
O=C(NCC[C@H]1CC[C@H](NC(=O)C2CCC2)[C@@H](CO)O1)c1cc(Cl)cc(Cl)c1	-0.2	-22.8	-7.5	-1.7	3.8	-3.9	-1.9
CC(C)C[C@@H](CO)N1CCN(Cc2ccc([N+](=O)[O-])cc2)CCC1=O	-0.4	-4.1	4.5	·	-5.1	-9.8	·
C[C@@H]1CN([C@H](C)CO)C(=O)Cc2cc(NS(=O)(=O)c3ccccc3)ccc2O[C@H]1CN(C)Cc1ccc2c(c1)OCO2	1.5	-2.5	33.6	0.1	-5.8	-3.7	-0.9
CCCCNc1ccc2c3c(cccc13)C(=O)N(CCCC)C2=O	·	47.3	·	-17.8	-179.2	-0.3	0.5
CCn1c(/C=C/N(C(C)=O)c2ccccc2)[n+](CC)c2ccc(Cl)cc21	·	-4.0	·	-1.0	-5.1	-24.1	1.1
Cc1ccc2[nH]c(=O)c3cc(C(=O)N(C)c4ccc(C)c(C)c4)sc3c2c1	·	14.9	·	-2.0	2.1	3.9	0.4
Cc1ccc2cc(CN(C(=O)c3ccco3)c3cccc(C)c3C)c(=O)[nH]c2c1	·	2.0	·	0.0	8.5	-8.8	-4.6
CC(C)OCCCN(C)C1CCN(S(=O)(=O)c2ccc(-c3ccc(=O)[nH]n3)s2)CC1	1.0	-4.3	-25.6	-19.6	-2.7	-14.3	0.4

One compound at a time, as listed above.
CC1=C(c2ccc(C)cc2)[N+](=O)C(C)(C)N1[O-] as listed: esBAF inh: ·; S100A4 inh HTS: 2.4; Statin myotox sup: ·; Casp6 inh: 2.5; FN deposition inh: -3.3; LGR2 antag: -7.5; SIRT5 inh: -6.8
C[C@@H]1CCCCO[C@H](CN(C)C(=O)Nc2ccccc2)[C@H](C)CN([C@@H](C)CO)C(=O)c2cc(NS(=O)(=O)c3ccccc3)ccc2O1 as listed: esBAF inh: 3.9; S100A4 inh HTS: -20.1; Statin myotox sup: ·; Casp6 inh: -0.1; FN deposition inh: 0.8; LGR2 antag: -3.6; SIRT5 inh: 8.5

Going on with the list:
SMILES	esBAF inh	S100A4 inh HTS	Statin myotox sup	Casp6 inh	FN deposition inh	LGR2 antag	SIRT5 inh
C[C@H](CO)N1C[C@H](C)[C@@H](CN(C)C(=O)CN(C)C)Oc2cc(-c3ccncc3)ccc2S1(=O)=O	-1.5	-1.1	-3.9	-2.6	·	3.1	0.2
CCC(=O)Nc1ccc2c(c1)OC[C@H](C)N(Cc1ccncc1)C[C@H](C)[C@H](OC)CN(C)C2=O	-2.7	4.4	4.7	-0.4	-9.9	-19.5	4.2
O=C(O)c1ccc(NC(=O)c2ccc(COc3ccccc3)o2)cc1	5.2	-5.5	-5.0	2.1	-0.8	9.1	-1.1
CC(=O)NC(C)(c1ccccc1)c1nc(-c2ccc(N(C)C)cc2)cs1 (configuration not stated)	-3.9	-1.9	17.5	0.9	15.2	18.9	-2.4
CS(=O)(=O)N1CC2(C1)[C@@H](c1ccccc1)[C@@H](CO)N2CC1CC1	·	-16.6	·	0.2	·	-0.6	4.6
CC=Cc1ccc2n(c1=O)C[C@@H]1[C@@H](CO)[C@H](C(=O)NCC(F)(F)F)[C@H]2N1C(=O)C1CCCC1 (mixture of isomers)	·	-18.0	·	-0.3	·	1.3	-5.9
CC1CCCCN1C(=O)c1ccc(OC2CCN(S(=O)(=O)N(C)C)CC2)cc1 (configuration not stated)	·	-3.0	·	-1.6	-6.5	3.8	-1.2
Cc1ccsc1CN(C)CC(=O)NCC(=O)Nc1ccc(F)c(F)c1F	-4.0	-7.7	6.8	-0.5	0.2	0.6	0.1
COc1ccc(C(CC(=O)Nc2nccs2)C(C)C)cc1 (configuration not stated)	-7.5	-1.0	-4.0	2.9	-4.6	4.5	-2.7
Cc1ccc(CNC(=O)[C@H](Cc2ccccc2)NC(=O)C2CCNCC2)cc1	0.7	-0.1	3.7	-1.4	-1.9	0.9	-3.1
Cn1c(SCC(=O)O)nc2sc3c(c2c1=O)CCC3	-2.8	-2.0	6.1	1.6	-1.0	12.5	-2.3
N#CC1=C(N)NC(SCC(=O)c2ccc(Br)cc2)=C(C#N)C12CCCCC2	·	-1.0	·	1.9	-10.7	-5.5	1.0

Only part of the results is shown; rates above refer to the full screens.
